# Assay outcomes from PubChem BioAssay.
# Arr AP2 block: inhibitors of human beta-arrestin and AP2 interaction. FITC-arrestin peptide / GST-AP2 beads, flow cytometry; AP2 beta2 appendage carries R879A mutation. inhibition, % at 10 µM. 0.31% of 340,000 active. AID 504490;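 active means inhibition above a set limit, near 3 SD of compounds lacking own fluorescence, cut at about 54% in these data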;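 further: plate controls were DMSO wells for no effect and 5 µM unlabelled arrestin peptide for full effect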
#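 System: GST-AP2 R879A bound to glutathione beads, E. coli-expressed. Also added: 50 nM FITC-arrestin peptide. Schedule: compound with beads 12 min RT, then probe 1 h RT. Signal: bead flow cytometry, FITC channel. Read-out basis: percent response.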
# PKA-R1A act: activates the PKA-R1A holoenzyme complex. 0.083% of 340,000 active. PKA-R1A dissociation, Cy5-IP20 fluorescence polarization; scaled: DMSO 0%, 113 µM cGMP 100%. activation, % at 11.4 µM. AID 504707;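 active means percent activation above the mean of all tested compounds plus 3 SD, cut at about 19% in these data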;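 further: higher means more PKAc released from R1A so a rise in polarization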
# PfHsp90 set2: growth inhibition of yeast expressing Plasmodium Hsp90; S. cerevisiae expressing PfHsp90, BacTiter-Glo ATP, 48 h; yeast lacking PDR1 and PDR3 efflux regulators; inhibition, % at 9.4 µM; 0.32% of 310,000 active; AID 504621;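 active means every replicate shows inhibition above about 80%, whatever the replicate mean, limit read from the data; inconclusive means mean inhibition reaches the set limit but some replicate falls short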;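 further: 0% = DMSO neutral controls and 100% = 20 µM radicicol positive controls; yeast relying on Plasmodium falciparum Hsp90 in place of its own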
# AddAB inh: less growth of phage-infected E. coli with AddAB; E. coli expressing H. pylori AddAB, absorbance growth; inhibition, % at 11.9 µM; 0.29% of 330,000 active; in the data active means inhibition above about 12%;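 further: 0% = vehicle wells of infected cells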
# OPRM1-OPRD1 ag: OPRM1-OPRD1 heterodimerization agonism; cells, luminescence; AID 504326; 0.3% of 340,000 active; P35372+P41143; activation, % at 9.3 µM; in the data active means activation above about 18%;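 further: 0% = vehicle-treated cells and 100% = reference agonist; values of inactives mirror those of a sister screen read the other way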
# Target sequence (P35372 whole entry, looked up): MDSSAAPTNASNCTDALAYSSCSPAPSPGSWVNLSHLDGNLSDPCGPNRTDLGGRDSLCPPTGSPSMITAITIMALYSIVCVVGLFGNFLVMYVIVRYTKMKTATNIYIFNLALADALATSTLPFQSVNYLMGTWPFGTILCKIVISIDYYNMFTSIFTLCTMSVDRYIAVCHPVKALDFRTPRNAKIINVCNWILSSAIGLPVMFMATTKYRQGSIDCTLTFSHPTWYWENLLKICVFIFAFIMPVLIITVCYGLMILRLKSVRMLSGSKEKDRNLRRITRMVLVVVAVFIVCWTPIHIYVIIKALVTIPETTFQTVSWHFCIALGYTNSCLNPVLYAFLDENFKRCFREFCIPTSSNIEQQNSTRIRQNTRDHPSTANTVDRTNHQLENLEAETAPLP
# Target sequence (P41143 whole entry, looked up): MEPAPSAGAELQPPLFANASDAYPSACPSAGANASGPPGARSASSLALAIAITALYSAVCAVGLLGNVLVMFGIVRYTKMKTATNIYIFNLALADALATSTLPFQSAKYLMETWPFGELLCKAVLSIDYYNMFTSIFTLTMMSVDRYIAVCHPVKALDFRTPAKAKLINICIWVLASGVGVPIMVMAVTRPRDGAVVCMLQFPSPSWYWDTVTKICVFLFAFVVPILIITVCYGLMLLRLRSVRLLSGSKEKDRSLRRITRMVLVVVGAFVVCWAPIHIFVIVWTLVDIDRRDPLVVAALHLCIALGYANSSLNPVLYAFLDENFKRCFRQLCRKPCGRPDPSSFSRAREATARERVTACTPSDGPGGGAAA
# Ecoli viability: bacterial growth inhibition, counter-screen for AddAB inhibitors | E. coli V3065 growth, OD600 absorbance, 18 h | inhibition, % at 11.9 µM | 0.27% of 330,000 active | AID 449728;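 active means inhibition above the campaign's mean inhibition across all tested compounds plus 3 SD, cut at about 9.9% in these data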;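 further: uninfected addAB+ strain grown without phage in ampicillin broth; 0% = DMSO wells and 100% = ciprofloxacin 0.95 µg/ml wells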
# Mot1-301 SUMO: SUMOylation pathway inhibition by Mot1-301 growth rescue; S. cerevisiae Mot1-301 growth rescue, ATP luminescence, 38.5C; percent above DMSO median, 100 means doubled; 1% of 320,000 active; growth rescue, % at 18.8 µM;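 active means every valid replicate shows activation above 250% relative to neutral control wells; inactive means the rest, any valid replicate at or below 250%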;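 further: OY570 slx delta 5 strain wells were the positive control but not used for scaling; some compounds called inactive have numbers as strong as hits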
# Tat transport: inhibitors of E. coli Tat protein transport; 0.036% of 340,000 active; E. coli MC4100 TorA-mCherry Tat export, fluorescence; inhibition, % at 10 µM;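 active means mean replicate inhibition at least 50% and at least half of replicates individually reaching 50%; inconclusive means only one of the two criteria met; inactive means neither criterion met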;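 further: exported cargo escapes ClpAP degradation while cytoplasmic cargo is degraded and loses fluorescence; 0% = median of neutral control wells and 100% = median of NaSCN control wells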
# OPRM1-OPRD1 inv: mu-delta opioid heterodimer inverse agonism; cell-based MOR-DOR heterodimer luminescence; inhibition, % at 9.3 µM; 0.21% of 340,000 active; in the data active means inhibition above about 22%, passing the limit was not always enough;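 further: 0% = cells with DMSO and 100% = wells without cells with DMSO; values of inactives mirror those of a sister screen read the other way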
# phage Ecoli inh: E. coli growth loss with phage present; growth absorbance; 0.26% of 360,000 active; inhibition, % at 11.9 µM; in the data active means inhibition above about 11%
# Pemphigus Ab inh: inhibitors of pemphigus antibody binding to human desmoglein-3. 0.48% of 310,000 active. binding (percent of control), % at 10 µM. P32926. AID 588358. DSG3-coupled beads, scFv-anti-DSG3-GFP binding, flow cytometry; active compounds read low;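 active means binding more than 3 SD below its plate's average and above zero; inconclusive means below that plate limit but binding exactly zero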;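 further: hits lower antibody fragment binding to DSG3; some compounds called inactive have numbers as strong as hits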
# * = called active by the depositor; u = inconclusive; x = not tested or not shown.
SMILES,Arr AP2 block,PKA-R1A act,PfHsp90 set2,AddAB inh,OPRM1-OPRD1 ag,Ecoli viability,Mot1-301 SUMO,Tat transport,OPRM1-OPRD1 inv,phage Ecoli inh,Pemphigus Ab inh
COC(=O)/C(C#N)=C/c1c(N2CCN(c3cccc(Cl)c3)CC2)nc2c(C)cccn2c1=O,22,-2,-15,-2.5,-3.9,-0.6,-2,-11,17,1.8,102
COC(=O)c1ccc(NC(=O)c2cc[n+](Cc3ccccc3)cc2)cc1,9,3,5,x,-1.6,x,11,8,8,2.8,104
O=C(Nc1ccc([N+](=O)[O-])cc1)N1CCCCC1,35,-4,14,0.8,-3.3,0.1,-5,6,17,4.5,98
COC(C[C@H](O)[C@H](C)[C@H](O)COCc1ccccc1)OC,8,-9,x,x,-0.4,x,x,-14,2,0.6,104
COc1cc(/C=N/NC(=O)CN(CCc2ccccc2)S(=O)(=O)c2ccc(NC(C)=O)cc2)cc(OC)c1OC,21,-7,-3,2.1,8.6,-3.4,-6,9,-58,1.3,97
CC(=O)c1cccc(-c2ccc3c(=O)[nH]c(Nc4ccccc4)cc3c2)c1,0,0,-12,0.4,0.5,-2.6,28,-3,-3,2.3,102
CCOC(=O)CCNC(=O)N1CCCC(N(C)CCc2ccccc2)C1 (centres undefined),-19,10,-24,0.5,-2.8,-4.1,-40,-6,13,2.1,115
CCn1cc(Br)c(C(=O)NC(C)c2ccccc2)n1 (centres undefined),-4,3,0,2.5,-2.0,-0.7,1,-14,12,0.9,117
Cn1cccc1Cc1nnc(SCC(=O)Nc2ccc(F)cc2)n1-c1ccc(F)cc1,20,0,-12,5.4,-0.1,2.7,68,-2,1,2.4,113
CCOc1ccc(N(C(=O)c2snc(C(N)=O)c2N)C(C(=O)NC2CCCC2)c2ccncc2)cc1 (centres undefined),18,-3,-43,1.8,-1.6,1.3,72,-1,10,2.5,100
COc1ccc(NC(=O)CN2C(=O)c3ccccc3S2(=O)=O)cc1S(=O)(=O)N1CCOCC1,48,1,x,x,-1.5,x,x,-7,8,1.9,92
C/C(=N\NC(=O)c1cc(-c2cccs2)nc2ccccc12)c1ccccn1,-1,-5,1,1.7,-2.5,-1.2,18,0,13,0.5,94
COc1cccc(C(=O)NN2C(=S)N(c3ccccc3)C(=O)C2CC(N)=O)c1 (centres undefined),-2,-2,-9,1.8,-3.3,-0.8,-11,8,16,1.7,x
CONC(=O)Nc1ccccc1[N+](=O)[O-],8,2,10,3.5,-1.6,0.3,28,-1,8,-0.5,x
COCCCNC(=O)CS(=O)(=O)Cc1nc(-c2ccccc2C)oc1C,-5,-10,18,-3.0,-1.7,0.5,-14,-2,10,-0.1,104
O=C(CN1C(=O)S/C(=C\c2cccc(Cl)c2)C1=O)NC1C=CS(=O)(=O)C1 (centres undefined),34,-1,-28,-2.3,0.1,-2.1,34,-3,0,1.0,95
COc1ccc(N(C2CSC2)S(=O)(=O)c2ccccc2)cc1,-2,-4,-41,-0.8,-2.2,0.8,68,8,12,0.9,96
CCOC(=O)C1CCCN(C(=O)c2cn(CC)c3ccc(S(=O)(=O)N4CCCC4)cc3c2=O)C1 (centres undefined),36,3,15,2.3,-3.1,0.1,-10,-17,16,0.7,104
COc1ccc(NC(=O)c2cccnc2Nc2ccc(OC)cc2)cc1,-6,3,-14,2.2,2.0,2.0,8,8,-11,3.1,109
Cc1cccc(NS(=O)(=O)c2cccc(C(=O)N3CCCCCCC3)c2)c1,0,-3,x,-1.4,2.8,0.0,7,9,-11,2.1,112
c1ccc(CNc2nc(-c3cccs3)nc3ccccc23)nc1,8,-4,0,2.2,-1.1,-1.4,-1,3,5,7.9,111
Cc1cccc(NC(=O)C2CCN(S(=O)(=O)c3c(C)noc3C)CC2)c1,-2,-7,-2,0.9,-2.3,-0.5,-8,-8,12,1.1,x
Cc1ccc(S(=O)(=O)N2CCCCC2)cc1C(=O)N(C)CCOc1ccccc1,1,11,1,1.2,-3.0,2.1,-3,-1,15,1.6,103
Cc1noc(C)c1CSc1ccccc1C(=O)N1CCN(c2ccccc2)CC1,2,-17,12,4.1,-0.2,0.9,22,-2,1,4.9,86
CC[C@]12c3[nH]c4ccc(Cl)cc4c3CCN1C(=O)[C@@H](CC(=O)NCCC1=CCCCC1)C[C@@H]2C(=O)N1CCN(C(=O)C2CC2)CC1,10,0,23,-1.4,-2.6,-1.4,x,7,13,1.2,99
SMILES,Arr AP2 block,PKA-R1A act,PfHsp90 set2,AddAB inh,OPRM1-OPRD1 ag,Ecoli viability,Mot1-301 SUMO,Tat transport,OPRM1-OPRD1 inv,phage Ecoli inh,Pemphigus Ab inh
COc1ccc(N(CC(=O)N/N=C/c2ccc(N(C)C)cc2)S(=O)(=O)c2ccccc2)cc1,-10,-6,29,0.3,-1.9,-0.1,26,5,8,1.2,105
COc1ccc(N2CCN(C(=O)c3ccc(N(C)S(=O)(=O)c4ccc(C)cc4)cc3)CC2)cc1,14,-8,-6,0.9,-1.0,1.3,10,6,6,3.6,97
CN1CCN(C(=O)c2ccc3c(c2)OCCO3)CC1,3,-7,11,1.2,0.5,-0.6,6,5,-3,2.5,97
COC(=O)C1=C(C)N(Cc2cccnc2)C(=O)C1,2,5,x,1.6,-1.7,-4.4,470,6,8,1.9,101
COc1cccc2c1cc1c(=O)n(CC(=O)NC3CCCCC3)nc(C)n12,4,4,0,4.1,-2.5,-0.9,33,-4,13,x,128
COc1cc(C)ccc1OCc1cc(C(=O)NCc2ccncc2)no1,8,-3,-3,-0.4,-2.2,-0.9,10,6,11,0.6,100
Cc1cccc(S(=O)(=O)Nc2ccc(-c3nc4ccc(C)cc4s3)cc2)c1,24,-8,3,3.0,2.8,-2.4,6,8,-16,3.1,104
CC(=O)c1cc(-c2nc3ccccc3n2C)n(C)c1,1,9,-6,-1.1,-0.2,-1.8,164,8,1,1.0,105
Cc1cc(C(=O)N/N=C/c2ccncc2)c(C)o1,-5,11,3,4.0,0.5,2.8,0,17,-2,1.6,x
COC(=O)[C@H]1Cc2c([nH]c3ccccc23)[C@H](c2ccccc2)N1,6,-5,4,-0.7,-0.1,-0.8,15,3,0,0.9,105
CCOc1ccc(NC(=O)CN(C)C(=O)COc2cccc3c2OC(C)(C)C3)cc1OCC,13,-10,-9,1.4,-1.4,-0.8,-9,-2,5,4.5,106
NC(=O)C1CCCN(C(=O)CNC(=O)C23CC4CC(CC(C4)C2)C3)C1 (centres undefined),22,-5,1,x,-1.0,x,x,5,7,1.8,96
Cc1ccccc1NC(=O)/C(C#N)=C\c1cn(CC(=O)O)c2ccccc12,33,x,-2,-2.9,x,-2.4,9,-5,x,3.6,102
CN(C)S(=O)(=O)c1cccc(C(=O)N2CCc3ccccc32)c1,30,2,-13,3.2,-2.7,1.8,-20,-5,11,1.8,100
Cc1cc(NC(=O)COC(=O)[C@H](Cc2c[nH]c3ccccc23)NC(=O)c2ccc(F)cc2)no1,-1,-4,6,2.7,-1.5,-3.2,-19,2,9,1.6,92
CCOc1ccc(Nc2nc(N)c3ccccc3n2)cc1,16,-2,75,x,1.8,x,-81,-9,-9,3.2,104
C[C@]1(CC/C(=C/CO)CO)[C@H](CO)CC[C@@]23COC(=O)C2=CCC[C@@H]31,22,-11,-4,1.8,-3.0,-0.5,-22,4,15,3.4,102
Cc1cccc(-c2c(O)cc(=O)[nH]c2Cl)c1,4,1,-9,1.1,0.7,-0.8,0,3,-5,1.7,96
CC(=O)C[C@@H](O)CC(=O)[C@H]1OC(=O)[C@H](C)C/C=C\Cc2ccccc21,26,6,-17,4.0,-0.2,0.7,12,10,1,0.6,104
Cc1ccc(OC(C)C(=O)N2CCc3ccccc32)cc1 (centres undefined),11,-12,-4,1.0,-1.8,-1.7,-3,-4,7,0.7,96
CCOc1ccc(S(=O)(=O)N(CC(=O)NCc2cccnc2)c2ccc(C)cc2)cc1,8,-4,11,3.9,3.2,-1.5,211,19,-27,1.6,113
Cc1ccccc1Cn1ccc(NC(=O)c2nn3cccnc3c2Cl)n1,4,-7,-19,-2.0,-1.1,-2.0,-6,5,6,1.8,98
O=C(O)[C@@H](c1ccccc1)N1Cc2ccccc2C1=O,7,-2,-13,1.3,-0.9,-2.0,3,u,6,2.0,103
CCOc1ccc2nc(NCCCNC(=O)c3cc(OC)c(OC)c(OC)c3)c(C#N)cc2c1,-4,3,-14,2.6,-0.1,-0.8,-18,-7,0,-4.2,93
COc1ccc(N(C(=O)c2cccc([N+](=O)[O-])c2)S(=O)(=O)c2ccc3c(c2)n(C)c(=O)n3C)cc1,38,1,-11,0.3,-1.3,2.0,6,-7,7,0.2,56
SMILES,Arr AP2 block,PKA-R1A act,PfHsp90 set2,AddAB inh,OPRM1-OPRD1 ag,Ecoli viability,Mot1-301 SUMO,Tat transport,OPRM1-OPRD1 inv,phage Ecoli inh,Pemphigus Ab inh
C=CCC[C@H](Cc1ccc(F)cc1)C(=O)OC[C@@H](Cc1c[nH]c2ccccc12)NC(=O)[C@@H](CC=C)CC(=O)N[C@@H](CO)Cc1ccccc1,28,-3,-9,-1.7,3.8,-1.9,-1,-3,-21,1.0,94
Cc1ccc(Cl)c(OCCCN(C)Cc2ccccc2)c1,31,2,-1,-0.8,2.5,0.6,368,-6,-13,1.7,89
OC(CNC1CCCC1)COCCOc1ccc(Br)cc1 (centres undefined),2,-3,30,1.4,0.0,1.0,-2,-2,0,3.9,99
COc1ccc(Nc2nc(C)c3ccccc3n2)cc1,0,-5,4,1.0,-1.9,-2.9,5,8,12,2.2,88
O=C(O/N=C\c1ccc(N2CCCCC2)c([N+](=O)[O-])c1)c1cccc(C(F)(F)F)c1,-59,-3,14,0.2,-2.0,-3.2,4,0,12,2.5,98
O=C(c1ccc(F)cc1)N1CCC(C(=O)N2CCN(S(=O)(=O)c3cccc(F)c3)CC2)CC1,-9,-4,0,-0.3,-0.8,-1.4,11,-2,5,1.9,99
Cn1c(=O)n(CC(N)=O)c2ccccc21,10,1,3,0.5,x,1.3,167,5,x,1.6,109
O=c1c(C/C=C/c2ccccc2)c(O)ccn1CCc1c[nH]c2ccccc12,13,-2,0,0.7,-1.2,0.6,49,4,6,1.7,107
CCOc1ccc(CCNC(=O)CCC(=O)Nc2ccc3nc(N4CCN(C)CC4)cc(C)c3c2)cc1OCC,2,-1,-27,2.0,0.2,-3.9,176,-6,-1,-1.2,102
O=C(Nc1ccc(NC(=O)c2cccs2)cc1Cl)c1ccco1,27,-7,7,4.5,-1.3,1.4,522,1,6,6.9,84
